Source: PubChem
MCF10A rereplic = DNA re-replication induction in MCF 10a cells | Potency, µM (doses to about 46.1 µM), for the others: top-dose activity, positive = re-replication, hits mostly activators | 2.9% of 350,000 active | AID 624296 | MCF 10A DNA re-replication, Hoechst nuclear intensity, 48 h; note: % of control where 0% means no effect; nearly all actives have a fitted effect of over 50% in size
Nrf2 activator = Nrf2 pathway activation; AREc32 ARE-luciferase reporter (MCF7-derived line), luminescence, 24 h; Potency, µM (top dose mostly 46.1 µM), for inactives: top-dose activation, hits mostly activators; 0.31% of 410,000 active; note: % of control where 0% means no effect; nearly all actives have a fitted effect of over 65% in size
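Luciferase luminescence (Steady-Glo, 30 min at room temperature) served as the read-out of ARE activation in AREc32 cells treated with compounds for 24 hr at 37 deg C.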
A549 viability = kills or reduces viability of A549 cells in Nrf2 counter-screen; A549 ARE-Fluc cells, CellTiter-Fluor viability, 18-24 h; Potency, µM (titrated, usually from 46 µM), for inactives: top-dose activity change, negative = cytotoxicity, hits mostly inhibitors; 0.16% of 390,000 active; note: % is set by controls: 0 for no effect and ±100 for the full control effect
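Cytotoxicity counterscreen: CellTiter-Fluor fluorescence was measured in A549 ARE_Fluc cells after 18-24 h of compound exposure in a concentration series. The subsequent BugLite luminescent read reports ARE-luciferase activity.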
TGFb inhibitor = TGF-b pathway inhibition. HepG2 CAGA-GFP TGF-b/SMAD3 reporter, GFP fluorescence, 18 h; TGF-beta stimulated, 500 pg/mL final. Potency, µM (doses to about 46.1 µM), for the others: top-dose activity, negative = inhibition, hits mostly inhibitors. 1.2% of 410,000 active; note: % is set by controls: 0 for no effect and ±100 for the full control effect; nearly all actives have a fitted effect of over 65% in size
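HEPG2 CAGA-GFP, 1000 cells/well; 2 h settle, 37 C; cpd via pin tool; TGF-b 500 pg/mL final; 18 h, 37 C; GFP imaging ex488/em500-530; %Activity normalised to -TGF-b and +DMSO controls; CRC fit, curve class.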
HepG2 viability = kills HepG2 cells in TGF-b inhibitor counter-screen | Potency, µM (series often up to 46.1 µM), for inactives: top-dose activity change, negative = cytotoxicity, most hits filed as cytotoxic | 0.76% of 410,000 active | HepG2 CAGA-GFP viability, ATP luminescence, 18 h | AID 588856; note: some results filed as inactive show a strong effect at the top dose
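CellTiter-Glo luminescence gave cytotoxicity after 18 hours at 37 degrees C. The cells were HepG2 CAGA-GFP in 1% FBS DMEM, stimulated with 500 pg/mL TGF-beta after compound addition. %Activity was normalised to no-cell wells (complete cell-killing) and DMSO (no toxicity), and curves were fitted and classified.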
EPAC2 antagonist = antagonists of human EPAC2. Q8WZA2. EPAC2 GEF exchange of Rap1B-BODIPY-GDP, fluorescence. Potency, µM (series often up to 114 µM), for the others: at the highest dose activity, negative = inhibition, actives largely listed as inhibitors. 0.18% of 360,000 active. AID 720708; note: % is set by controls: 0 for no effect and ±100 for the full control effect; nearly all actives have a fitted effect of over 45% in size; many of its hits are not listed in these tables
Target sequence (Q8WZA2 whole entry, looked up): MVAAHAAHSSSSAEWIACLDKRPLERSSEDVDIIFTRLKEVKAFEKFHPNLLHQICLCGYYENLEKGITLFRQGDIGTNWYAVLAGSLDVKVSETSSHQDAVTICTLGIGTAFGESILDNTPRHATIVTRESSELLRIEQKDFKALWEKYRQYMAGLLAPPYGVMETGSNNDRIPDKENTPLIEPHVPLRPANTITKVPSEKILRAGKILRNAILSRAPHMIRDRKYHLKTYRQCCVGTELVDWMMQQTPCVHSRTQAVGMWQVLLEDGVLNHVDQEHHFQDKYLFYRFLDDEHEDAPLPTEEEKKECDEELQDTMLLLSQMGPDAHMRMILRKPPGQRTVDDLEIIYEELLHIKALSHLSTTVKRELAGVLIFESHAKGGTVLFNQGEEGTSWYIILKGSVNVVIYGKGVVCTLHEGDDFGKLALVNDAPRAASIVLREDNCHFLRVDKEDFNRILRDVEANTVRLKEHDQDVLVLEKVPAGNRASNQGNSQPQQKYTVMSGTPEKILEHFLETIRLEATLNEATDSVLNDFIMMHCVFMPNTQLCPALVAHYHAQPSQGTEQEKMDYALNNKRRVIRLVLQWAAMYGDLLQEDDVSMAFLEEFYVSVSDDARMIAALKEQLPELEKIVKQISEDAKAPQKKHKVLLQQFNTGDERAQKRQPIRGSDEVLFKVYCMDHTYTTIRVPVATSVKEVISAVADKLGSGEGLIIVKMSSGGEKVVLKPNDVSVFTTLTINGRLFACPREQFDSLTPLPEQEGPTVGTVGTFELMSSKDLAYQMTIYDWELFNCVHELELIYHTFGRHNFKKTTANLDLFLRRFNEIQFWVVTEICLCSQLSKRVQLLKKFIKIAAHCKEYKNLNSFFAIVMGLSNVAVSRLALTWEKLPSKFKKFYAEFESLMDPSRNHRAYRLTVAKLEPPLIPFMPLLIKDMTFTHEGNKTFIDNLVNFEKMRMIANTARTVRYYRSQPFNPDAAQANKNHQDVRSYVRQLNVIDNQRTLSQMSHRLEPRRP
ATXN2 expr inh = reduces ATXN2 reporter expression in HEK-293 cells. HEK-293 ATXN2-luciferase reporter, luminescence, 24 h. Potency, µM (highest dose often 57 µM), without a hit: top-dose activity change, negative = inhibition, actives largely listed as inhibitors. 0.72% of 360,000 active; note: % is set by controls: 0 for no effect and ±100 for the full control effect; nearly all actives have a fitted effect of over 55% in size
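ATXN2-luciferase reporter cells (luciferase flanked by upstream and downstream ATXN2 gene portions) were treated 24 h at 37 °C with compounds at up to 57 uM. SteadyGlo luminescence gave expression; GF-AFC fluorescence gave viability.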
Nrf2 block = inhibitors of Nrf2 signaling | A549 ARE-Fluc reporter, luciferase luminescence, 18-24 h | Potency, µM (highest dose often 46 µM), for inactives: top-dose activity change, negative = inhibition, most hits filed as inhibitors | 2.1% of 360,000 active; note: % is set by controls: 0 for no effect and ±100 for the full control effect; nearly all actives have a fitted effect of over 60% in size
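A549 ARE_Fluc cells, 5000/well, 5% FBS OPTI-MEM; compounds in dose-response, 18-24 h at 37 °C/5% CO2; CellTiter-Fluor viability read (Ex 405/Em 525), then BugLite luciferase luminescence = Nrf2 activity.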
ATXN viability = reduces viability in counter-screen for ATXN expression inhibitors; S2 cells (HEK-293 line with an ATXN2-luciferase reporter) viability, CellTiter-Fluor protease fluorescence, 24 h; Potency, µM (titrated, usually from 56.7 µM), most hits filed as cytotoxic; 0.49% of 400,000 active; note: nearly all actives have a fitted effect of over 40% in size
* hit, by the source's call; i = inactive; ? = inconclusive; / = no result given; & = joins results of further samples; [ ] = remark or other dose. Calls come from the whole dose curve; as a rule, active = well fitted curve in the direction sought with a large enough effect; inconclusive = small, poorly fitted or top-dose-only effect, or another doubt; inactive = no such curve, though single readings can be large; an effect the other way counts as inactive or inconclusive. Potency is the fitted concentration of half-maximal effect. Only part of the results is shown, so the mix of outcomes need not match the whole.

SMILES | MCF10A rereplic | Nrf2 activator | A549 viability | TGFb inhibitor | HepG2 viability | EPAC2 antagonist | ATXN2 expr inh | Nrf2 block | ATXN viability
Cc1cc(CNC[C@H]2O[C@@H](n3ccc(N)nc3=O)[C@H](O)[C@@H]2O)no1 | / | -0.3% | / | 7% | 5% | 5% | -9% | / | i
O=C(N/N=C/c1ccncc1)c1ccc(NC(=O)c2ccc(Cl)cc2)cc1 | ? | -0.2% | 1% | 2% | 2% | 4% | ? | 4% | ?
O=c1[nH]c(Cc2cccs2)nc2scc(-c3ccc(Cl)cc3)c12 | ? | 1.9% | 2% | 1% | 14% | 0% | 6% | -3% | i
CC(=O)N1Cc2cc(C(=O)NCC(F)(F)F)nc(-c3cccc(-c4cccnc4)c3)c2[C@H]1CCO | / | 2.7% | / | / | / | 9% | -5% | / | i
CCOC(=O)c1c(C)[nH]c(C)c1C(=O)COC(=O)CCOc1ccccc1OC | 8% | -0.2% | 2% | 5% | -5% | -1% | -2% | -4% | ?
Cn1c(NC(=O)CCc2ccccc2)cc(=O)n(C)c1=O | ? | 13% | ? | -8% | -34% | 9% | -6% | ? | i
COc1cc(/C=N/NC(=O)c2cc(-c3ccccc3OC(C)C)nc3ccccc23)ccc1O | 10µM* | 3.4% | -19% | -3% | -44% | -1% | 31% | ? | ?
CCn1c(=O)n(CC(=O)NCC2CCCO2)c(=O)c2c3c(sc21)COC(C)(C)C3 (configuration not stated) | 7% | -0.8% | 1% | 4% | 5% | 1% | 11% | 12% | i
CC[C@@H]1C=C(C(=O)O)[C@H](c2ccc(Cl)cc2)N1S(=O)(=O)c1ccc(C)cc1 | -2% | -0.4% | 1% | -13% | 9% | -1% | 10% | -20% | i
COc1cccc(NC(=O)c2cncs2)c1 | -9% | 2.9% | 2% | 7% | -92% | -8% | -15% | 1% | i
COC(=O)c1c(NC(=O)C2CC=CCC2C(=O)O)sc(C(N)=O)c1C (configuration not stated) | -8% | -0.3% | -8% | 1% | 3% | 19% | -6% | -3% | ?
Cc1nn(C(C)CC(=O)O)c(C)c1C (configuration not stated) | 2% | -0.7% | 4% | 0% | 1% | 1% | 7% | 2% | i

A draw from above in order of heavy-atom count, lowest first.
SMILES | MCF10A rereplic | Nrf2 activator | A549 viability | TGFb inhibitor | HepG2 viability | EPAC2 antagonist | ATXN2 expr inh | Nrf2 block | ATXN viability
Cc1nn(C(C)CC(=O)O)c(C)c1C (configuration not stated) | 2% | -0.7% | 4% | 0% | 1% | 1% | 7% | 2% | i
COc1cccc(NC(=O)c2cncs2)c1 | -9% | 2.9% | 2% | 7% | -92% | -8% | -15% | 1% | i
Cn1c(NC(=O)CCc2ccccc2)cc(=O)n(C)c1=O | ? | 13% | ? | -8% | -34% | 9% | -6% | ? | i
O=c1[nH]c(Cc2cccs2)nc2scc(-c3ccc(Cl)cc3)c12 | ? | 1.9% | 2% | 1% | 14% | 0% | 6% | -3% | i
Cc1cc(CNC[C@H]2O[C@@H](n3ccc(N)nc3=O)[C@H](O)[C@@H]2O)no1 | / | -0.3% | / | 7% | 5% | 5% | -9% | / | i
COC(=O)c1c(NC(=O)C2CC=CCC2C(=O)O)sc(C(N)=O)c1C (configuration not stated) | -8% | -0.3% | -8% | 1% | 3% | 19% | -6% | -3% | ?
CC[C@@H]1C=C(C(=O)O)[C@H](c2ccc(Cl)cc2)N1S(=O)(=O)c1ccc(C)cc1 | -2% | -0.4% | 1% | -13% | 9% | -1% | 10% | -20% | i
CCOC(=O)c1c(C)[nH]c(C)c1C(=O)COC(=O)CCOc1ccccc1OC | 8% | -0.2% | 2% | 5% | -5% | -1% | -2% | -4% | ?
COc1cc(/C=N/NC(=O)c2cc(-c3ccccc3OC(C)C)nc3ccccc23)ccc1O | 10µM* | 3.4% | -19% | -3% | -44% | -1% | 31% | ? | ?
CC(=O)N1Cc2cc(C(=O)NCC(F)(F)F)nc(-c3cccc(-c4cccnc4)c3)c2[C@H]1CCO | / | 2.7% | / | / | / | 9% | -5% | / | i

The list goes on.
SMILES | MCF10A rereplic | Nrf2 activator | A549 viability | TGFb inhibitor | HepG2 viability | EPAC2 antagonist | ATXN2 expr inh | Nrf2 block | ATXN viability
O=C(Nc1cccc(Cl)c1)c1nc[nH]c1C(=O)NCCCNC(=O)c1[nH]cnc1C(=O)Nc1cccc(Cl)c1 | -20% | -0.1% | -2% | 7% | -4% | 4% | 1% | 5% | i
CCOc1ccccc1CNCc1cccn1-c1nnc(N2CCN(c3ccccc3)CC2)s1 | / | -1.8% | ? | ? | -83% | / | 18µM* | -10% | ?
CCCN(CC(=O)Nc1ccccc1C)C(=O)COc1ccc2c(c1)CCC2 | 12% | 0.3% | -13% | 3% | -5% | -4% | 6% | -15% | i
Cc1[nH]c2ccccc2c1/C=N/Nc1nc(Nc2ccc(F)cc2)nc(N2CCOCC2)n1 | 5% | 12% | 18% | 69%[activator] | -6% | 20% | -1% | ? | i
CCCc1c(C(=O)N/N=C(\C)c2cccnc2)nnn1-c1nonc1N | / | 0.3% | / | 3% | -5% | -1% | / | / | i
COc1cc2ncnc(Nc3ccc4c(c3)OCO4)c2cc1OC | 5% | 0.1% | 1% | 7% | 8% | -3% | 0% | 0% | i
COC(=O)c1sc2ccccc2c1C(=O)OC | 1% | -0.3% | -3% | -4% | -10% | 6% | 8% | 6% | i
Cc1cc(C)n2c(SCC(=O)NCc3ccco3)nnc2n1 | 5% | -0.4% | -5% | -10% | 1% | -1% | -1% | 21% | i
CCOc1ccc(Nc2ncnc3onc(-c4ccc(Cl)cc4)c23)cc1 | / | 0.1% | 0% | -3% | -30% | / | 0% | -12% | i
CC(NC(=O)COc1ccccc1)C(c1ccccc1)N1CCN(C)CC1 (configuration not stated) | 0% | -0.5% | 1% | 0% | 12% | 11% | 7% | 4% | i
CCCn1ccc2c(OCC(=O)NCc3ccccc3Cl)cccc2c1=O | / | 2.3% | -3% | -30% | -35% | / | -26% | / | ?
Cc1ccc(NC(=O)CN2C(=O)NC(C)(C)C2=O)cc1S(=O)(=O)N1CCCCCC1 | 26% | -0.2% | 1% | -21% | 0% | -1% | 1% | -2% | i
CCOc1ncccc1C(=O)OCC(=O)Nc1c(C)cccc1C | ? | -0.6% | -2% | -4% | 4% | -1% | -5% | -17% | i
Cc1c(CNC2CCCCCC2)c(C(=O)O)c(C)n1Cc1ccc(F)cc1 | / | -0.2% | 5% | -11% | 19% | / | 0% | 1% | i
CCn1nc(C)c(NC(=O)/C=C/c2cnn(C)c2C)c1C | -1% | 0.2% | -18% | -2% | 4% | -1% | 1% | -18% | i
CC(=O)Nc1ccc(NC(=O)C2c3ccccc3Oc3ccccc32)cc1 | 2% | -1.0% | 0% | 4% | 0% | -2% | -15% | ? | i
CC(C)CCNc1nc2c(c(=O)[nH]c(=O)n2C)n1CC(O)COC(C)C (configuration not stated) | -3% | 0.4% | 9% | 13% | 6% | 6% | 1% | / | i
CCS(=O)(=O)N1Cc2ccccc2CC1C(=O)Nc1nccs1 (configuration not stated) | -1% | 3.7% | -1% | -18% | 2% | -6% | 46%[activator] | ? | i
CCOc1cc(OCC)cc(C(=O)N2CCC[C@H]2C(=O)N2CCC[C@H]2C(=O)N(C)Cc2ccccc2)c1 | / | 0.1% | / | / | / | 4% | 3% | / | ?
CCCc1nc2nc(C)c(NS(=O)(=O)c3ccc(C)c(C)c3)c(=O)n2[nH]1 | / | -0.2%&-1.3% | 2% | -9%&0% | -2%&-9% | -8% | 1% | 15% | i
COc1ccc(CCNC(=O)C(=O)NCC2OCCN2S(=O)(=O)c2ccc(F)cc2)cc1OC (configuration not stated) | 0% | 0.2% | -11% | 3% | -14% | 4% | -10% | -17% | i
C=CCNc1nnc(Cl)c2ccccc12 | 3% | 6.2% | ? | 2% | 0% | -2% | 2% | ? | i
Cc1ccc(Oc2ccccc2/C=C/C(=O)O)cc1 | ? | 0.3% | -6% | 1% | 1% | -6% | 3% | -35% | i
Cc1ccc(-c2nc(C3CCN(S(=O)(=O)c4ccc(C(C)(C)C)cc4)CC3)no2)cc1 | -2% | -0.2% | 2% | -2% | 7% | -1% | 1% | -1% | i
N#C/C(=C\c1cccnc1)c1nc2ccccc2[nH]1 | ? | 22% | ? | 8% | 6% | 16% | 7% | 1% | /
Cc1ccc(CNS(=O)(=O)c2cc(Br)cc3c2N(C(=O)C2CC2)CC3)cc1 | / | -0.8% | 0% | -26% | -2% | / | -4% | 0%[9.27 µM] | i
CCN(CC)CCn1c(=S)[nH]c2cc(Cl)ccc2c1=O | ? | 0.0% | -1%[1.84 µM] | 0% | -7% | -8% | -21% | 8% | i
CCOC(=O)CSc1nc2cc(C(=O)N3CCC(C(N)=O)CC3)ccc2c(=O)n1C1CCCCC1 | -1% | 0.1% | -1% | 14% | -2% | 3% | -9% | 20% | i
O=C(O)/C=C\C(=O)Nc1cc(O)ccc1[N+](=O)[O-] | -2% | -0.1% | ? | -2% | -4% | 0% | 6% | 8% | ?
CCNC(=S)N1CCC(c2nc3ccccc3s2)CC1 | 18% | -0.1% | -6% | -23% | -31% | -3% | 0% | ? | i
O=C(Nc1cccc(S(=O)(=O)N2CCCCCC2)c1)C1CCC1 | 1% | 0.1% | -5% | -12% | -5% | 16% | 4% | -19% | i
CN(C)c1ccc(C(c2ccc(N(C)C)cc2)c2ccc([N+](=O)[O-])cc2)cc1 | 0% | -0.4% | 9% | 4% | -31% | -28% | -4% | 9% | i
